EWS-Fli block: blocks EWS/Fli oncoprotein-driven transcription; 0.67% of 350,000 active; AID 651661; inhibition, % at 12.6 µM; A673 NR0B1-luciferase reporter, viability-normalised;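 active = mean inhibition of at least 50% after viability correction, with every replicate also passing that limit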;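 note: firefly luciferase signal divided by Alamar Blue viability fluorescence both relative to DMSO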
PGC1a acetyl inh: modulators of PGC1a acetylation | U2OS PGC1a acetylation, AlphaScreen anti-acetyl-lysine; with virally co-expressed GCN5 acetyltransferase | 0.17% of 350,000 active | inhibition, % at 15.6 µM;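 active = every replicate shows inhibition of at least 40%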;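 note: 0% = neutral control wells and 100% = positive control wells; some results beyond the cut were filed as inactive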
Cneo AK release: Cryptococcus neoformans lysis via adenylate kinase release; C. neoformans lysis, adenylate kinase release luminescence, 4 h; normalised: neutral wells 0, clomiphene wells 100; lysis activity, % at 15 µM; 0.2% of 360,000 active; AID 651654;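 active = mean lysis activity across replicates of at least 80%, whatever share of replicates individually reach that level; inactive = mean lysis activity below 80%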
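Test system: log-phase Cryptococcus neoformans yeast cells; Quantity: yeast cell density of 5 × 10^6 cells/mL; Buffer or medium: YPD; Doses: single compound concentration per well; Timing: 4 h at 37 °C static, read 1 h later; Measured by: AK luminescence; Read-out basis: lysis from increased AK signal; Control set: Clomiphene as positive control.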
FN deposition inh: fibronectin deposition inhibition; inhibition, % at 12.6 µM; AH1F fibroblasts, Alexa488-fibronectin deposition fluorescence, overnight; AID 743247; 0.086% of 350,000 active;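 active = mean inhibition across replicates of 30% or more, regardless of how many single replicates reach that level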;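 note: positive control wells lacked labelled fibronectin entirely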
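Material: AH1F fibroblast monolayer depositing Alexa488-labelled fibronectin into matrix | Input: 10000 AH1F cells/well | Medium: DMEM plus 2% serum, read in PBS | Reagent: Alexa488-fibronectin, 24 nM final in well | Compound dosing: One dose per compound, pinned | Schedule: 1 h adhesion, overnight exposure | Measured by: Fluorescence at 485 nm excitation, 525 nm emission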
miR122 inh: miR-122 inhibition in Huh7 cells; Huh7 miR-122 Renilla luciferase sensor, 48 h; neutral wells = 0, positive control = 100; AID 602342; 0.3% of 340,000 active; activation (reporter increase), % at 12.5 µM;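 active = mean replicate activation score at least 90 and every replicate individually at or above 90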;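 note: higher luciferase means less miR-122 activity so hits act as miR-122 inhibitors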
CASP6 VEID inh: inhibitors of human caspase-6 | P55212 | purified caspase-6, Z-VEID-R110 cleavage fluorescence | inhibition, % at 12.5 µM | 0.53% of 350,000 active;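 active = mean inhibition across replicates at least about 35%, with every replicate also reaching that limit, limit read from the data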;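 note: 0% = median of neutral control wells and 100% = no fluorescence left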
Target sequence (P55212 24-179 limits assumed): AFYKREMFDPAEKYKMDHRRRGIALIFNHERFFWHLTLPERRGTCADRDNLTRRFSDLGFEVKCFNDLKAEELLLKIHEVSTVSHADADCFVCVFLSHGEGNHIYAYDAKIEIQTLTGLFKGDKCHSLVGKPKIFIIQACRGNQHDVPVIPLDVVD
Target sequence (P55212 194-293 limits assumed): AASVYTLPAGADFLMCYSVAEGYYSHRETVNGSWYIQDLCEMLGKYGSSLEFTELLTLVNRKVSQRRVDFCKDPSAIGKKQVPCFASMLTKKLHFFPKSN
LGR2 antag: Drosophila LGR2 receptor signaling inhibition; HEK293 LGR2, CRE-luciferase, bursicon-stimulated, 4 h; inhibition, % at 9.99 µM; 0.35% of 380,000 active;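 active = drop in luminescence signal, shown as inhibition above about 50% in the replicate tests, limit read from the data, passing the limit was not always enough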;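 note: agonist challenge used bursicon conditioned medium at about half maximal strength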
PAX8 inh HTS: lowers PAX8-driven luciferase in RMG-I cells; RMG-I TPO-luciferase reporter, SteadyGlo, 24 h; inhibition, % at 12.6 µM; 1.2% of 360,000 active; AID 652154;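 active = mean replicate inhibition at least 60% with every replicate also reaching 60%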;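 note: luciferase light reporting Pax8 driven TPO promoter activity; plate controls were median of neutral control wells for no effect and mitoxantrone controls for full effect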
An asterisk follows results filed as active; . = no result given; [ ] = dose if it differs, or a comment. Rows are unselected. Share with any hit: about 2.5%.

SMILES | EWS-Fli block | PGC1a acetyl inh | Cneo AK release | FN deposition inh | miR122 inh | CASP6 VEID inh | LGR2 antag | PAX8 inh HTS
O=C(Nc1ccccc1F)c1ccc(S(=O)(=O)N2CCCCCC2)cc1 | -31.1 | . | 0.5 | -8.3 | . | -2.1 | -29.0 | -46.9
O=C(NCc1ccccn1)c1cc2cc(Br)ccc2oc1=O | -24.1 | 2.9 | . | . | -5.9 | 2.8 | . | .
O=C(CN1C(=O)c2ccccc2C1=O)Nc1ccc(Cl)cn1 | 4.2 | 7.0 | . | 1.9 | . | -1.7 | 8.9 | 16.4
O=C1CCCCN1CC(=O)N1CCCC(N2CCN(c3ccccc3F)CC2)C1 (configuration not stated) | . | -22.3 | -4.1 | 7.3 | 5.5 | -0.5 | -9.9 | 7.4
COc1ccc(Cc2nnc(SCC(=O)c3c(N)n(C4CC4)c(=O)[nH]c3=O)o2)cc1 | 2.3 | . | 8.3 | -1.6 | . | 1.3 | -9.7 | 4.2
O=C(Nc1cccc(Cl)c1)Nc1cccc(Cl)c1 | . | -0.7 | 1.0 | 17.9 | -5.1 | . | . | -47.9
COCc1cccc(-c2csc(C(C)(NC(C)=O)c3ccc(OC)cc3)n2)c1 (configuration not stated) | 1.9 | . | -0.1 | -4.3 | -1.1 | -0.1 | -6.6 | -8.4
CCc1ccc(CNCCNC(=O)c2ccco2)cc1 | -85.6 | -19.9 | -0.7 | 1.7 | -6.0 | 6.7 | -76.3 | -125.8
CCOC(=O)CNC(=O)CSc1nnc(-c2ccco2)n1N | . | . | 4.5 | -2.3 | 4.0 | . | . | 0.7
C[C@H]1CN([C@@H](C)CO)C(=O)c2cc(NC(=O)CCC(F)(F)F)ccc2O[C@H]1CN(C)C(=O)Nc1ccc(F)cc1 | -3.3 | -6.7 | 0.8 | . | -1.3[16.7 µM] | -0.7 | 11.1 | -8.7
O=[N+]([O-])c1ccc(F)cc1Oc1nc(-c2cccnc2)nc2ccccc12 | 17.9 | 14.9 | . | 8.0 | 3.1 | -1.6 | -6.3 | 30.2
CC(=O)CSc1nnc(-c2ccc(S(=O)(=O)N3CCC(C)CC3)cc2)o1 | . | -8.6 | -0.2 | 2.7 | 1.4 | . | . | .
C=C(C)CC(NCc1ccco1)c1ccc(OC)cc1 (configuration not stated) | . | -0.7 | -1.3 | . | -3.0 | . | 14.8 | .
CCNC(=O)C[C@@H]1C=C[C@H](NC(=O)C2CCOCC2)[C@@H](CO)O1 | -3.3 | 9.4 | 54.9 | . | . | -5.1 | 4.4 | 10.9
Cc1noc(C)c1S(=O)(=O)Nc1ccc2c(c1)C(=O)N([C@H](C)CO)C[C@@H](C)[C@@H](CN(C)C(=O)c1ccccc1)OCCCC[C@@H](C)O2 | 3.6 | -10.1 | -11.1 | -4.5 | -6.1[16.7 µM] | 2.0 | 5.6 | 11.8
CC(C)(O)C#Cc1ccc([C@@H]2[C@H](CO)N3CCCCN(C(=O)c4cccc(F)c4)C[C@@H]23)cc1 | . | -2.4 | 0.3 | . | -6.0[16.7 µM] | -0.8 | -10.3 | -6.8
C[C@H](CO)N1C[C@H](C)[C@@H](CN(C)S(=O)(=O)c2ccc(Cl)cc2)Oc2ccc(NC(=O)Cn3cnnn3)cc2CC1=O | -3.7 | 11.9 | 1.4 | -3.1 | 4.0[16.7 µM] | 3.4 | 5.6 | -15.4
Cc1cccc(NC(=O)C2CCN(S(=O)(=O)c3ccc4c(c3)C(C)(C)C(=O)N4C)CC2)c1C | 7.3 | 11.6 | 0.3 | 5.0 | -1.1 | 0.0 | 4.3 | 5.1
CCOCCn1c(=O)c2c(nc3n2CCCN3Cc2ccccc2)n(C)c1=O | 11.8 | 7.0 | 0.1 | 5.2 | -0.1 | -4.2 | 4.9 | 19.2
CC(C)Oc1ccc(/C=C/C(=O)NCC2COc3ccccc3O2)cc1 (configuration not stated) | -6.3 | 1.6 | . | 17.4 | . | 3.0 | . | -5.0
CCC(C)Nc1nc2c(c(=O)n(C)c(=O)n2C)n1Cc1ccc(F)cc1 (configuration not stated) | 0.5 | 6.2 | -1.7 | . | 1.0 | 1.4 | -4.6 | .
C[C@H](CO)N1C[C@H](C)[C@H](CN(C)Cc2ccc(Oc3ccccc3)cc2)Oc2ccc(NC(=O)Cc3ccccc3)cc2CC1=O | 9.0 | 4.0 | 1.4 | . | 7.0[16.7 µM] | -0.1 | -17.0 | 47.2
COc1ccc(Cl)cc1S(=O)(=O)N1CCCC(C(=O)NCc2ccncc2)C1 (configuration not stated) | . | . | 2.3 | . | 2.4 | -3.1 | 2.7 | 9.3
C/C(CC(=O)Nc1cccc2c1CCCC2)=N\NC(=O)Cc1ccccc1 | 3.2 | . | -1.3 | -2.5 | . | -4.1 | 8.7 | -1.0
CC(C)C[C@H]1CNC(=S)N1C[C@H]1CCCN1C[C@H](Cc1ccc(O)cc1)N1C[C@H](Cc2ccc(O)cc2)N(CC2CCCCCC2)C1=S | 21.7 | -14.6 | 2.2 | 7.1 | -7.5 | -3.8 | 14.8 | 73.0*

Some of the entries so far, tab-delimited:
Compound	EWS-Fli block	PGC1a acetyl inh	Cneo AK release	FN deposition inh	miR122 inh	CASP6 VEID inh	LGR2 antag	PAX8 inh HTS
CCNC(=O)C[C@@H]1C=C[C@H](NC(=O)C2CCOCC2)[C@@H](CO)O1	-3.3	9.4	54.9	.	.	-5.1	4.4	10.9
Cc1noc(C)c1S(=O)(=O)Nc1ccc2c(c1)C(=O)N([C@H](C)CO)C[C@@H](C)[C@@H](CN(C)C(=O)c1ccccc1)OCCCC[C@@H](C)O2	3.6	-10.1	-11.1	-4.5	-6.1[16.7 µM]	2.0	5.6	11.8

Back to the main list with the two entries that preceded the break.
SMILES | EWS-Fli block | PGC1a acetyl inh | Cneo AK release | FN deposition inh | miR122 inh | CASP6 VEID inh | LGR2 antag | PAX8 inh HTS
C/C(CC(=O)Nc1cccc2c1CCCC2)=N\NC(=O)Cc1ccccc1 | 3.2 | . | -1.3 | -2.5 | . | -4.1 | 8.7 | -1.0
CC(C)C[C@H]1CNC(=S)N1C[C@H]1CCCN1C[C@H](Cc1ccc(O)cc1)N1C[C@H](Cc2ccc(O)cc2)N(CC2CCCCCC2)C1=S | 21.7 | -14.6 | 2.2 | 7.1 | -7.5 | -3.8 | 14.8 | 73.0*
CCOC(=O)C1CCN(CC(C)(C)NS(=O)(=O)c2ccc(Cl)cc2)CC1 | -0.9 | . | 2.0 | 0.6 | . | -0.7 | 9.0 | 10.6
COc1ccc(OCc2cc(C(=O)N3CCCC(O)C3)no2)c2ccccc12 (configuration not stated) | . | . | -16.6 | -3.5 | . | 12.0 | -68.6 | -159.8
CCOc1ccc(Nc2nc(N)c([N+](=O)[O-])c(NCc3ccccc3)n2)cc1 | -5.4 | 7.2 | 2.9 | 6.9 | -0.3 | -3.7 | -21.1 | -14.3
COCCN(C(=S)Nc1ccc(C)c(C)c1)C(C)c1ccco1 (configuration not stated) | -4.1 | -4.2 | 3.7 | -1.5 | 0.6 | 1.6 | -6.4 | -13.6
CCN(CC)C(=O)c1sc2c(c1C)c(=O)n(-c1ccc(OC)cc1OC)c(=O)n2CC(=O)c1ccccc1 | 9.8 | . | . | 2.2 | . | 0.2 | -15.6 | -2.3
COc1ccc(CCNC(=O)C(=O)NCC2OCCN2S(=O)(=O)c2ccccc2)cc1 (configuration not stated) | 0.6 | 4.0 | -0.5 | 2.3 | -4.6 | 0.2 | . | -33.3
Cc1noc(C)c1NC(=O)Nc1cccc2c1O[C@@H](CN(C)C(=O)Nc1cccc3ccccc13)[C@@H](C)CN([C@@H](C)CO)C2=O | -1.2 | -3.4 | 1.2 | . | 3.5[16.7 µM] | 0.3 | 0.0 | -4.1
Cc1ccc(S(=O)(=O)NCCC(=O)Nc2ccc(Cl)c(Cl)c2)cc1C | 8.4 | -4.5 | . | 9.7 | -2.0 | -1.3 | 19.0 | 10.2
CC(C)NC(=O)c1ccc(COCC(F)(F)C(F)F)cc1 | . | -8.8 | 1.8 | -5.9 | -10.1 | . | . | .
CC(=O)COc1c(-c2ccco2)oc2ccccc2c1=O | 10.7 | . | 1.0 | -0.3 | . | 1.2 | -0.9 | 6.2
COc1cc(NC(=O)C/C(C)=N/NC(=O)Cc2ccc(Cl)cc2)c(OC)cc1Cl | . | . | -2.7 | 0.4 | 7.6 | . | -4.2 | -7.9
CCOc1cccc(/C(O)=C2/C(=O)C(=O)N(Cc3ccco3)C2c2ccncc2)c1 (configuration not stated) | . | 9.8 | 5.7 | 3.4 | -3.3 | . | . | .
C[C@@H](C(=O)Nc1ccc2ccccc2c1)[C@H]1C[C@]1(C)[C@H](NC(=O)c1cccnc1)c1ccccc1 | 16.3 | . | . | -9.5 | . | 1.3 | 23.4 | 33.9
O=C(N[C@H]1CC[C@@H](CCn2cc(-c3cccnc3)nn2)O[C@H]1CO)c1ccccc1F | 9.2 | -10.0 | 18.0 | . | -1.7[16.7 µM] | 2.3 | -7.9 | 10.3
CCN(CC)c1ccc(NC(=O)CN2C(=O)CC(C)(C)S(=O)(=O)c3ccccc32)c(C)c1 | -4.1 | -3.8 | 1.4 | -5.5 | -6.9 | 4.9 | -6.3 | 12.6
C[C@@H]1CCCCO[C@@H](CN(C)C(=O)Cc2ccccc2)[C@@H](C)CN([C@H](C)CO)C(=O)c2cc(NS(=O)(=O)c3ccc(F)cc3)ccc2O1 | . | 7.1 | . | . | . | -1.1 | 7.2 | -14.2
COc1ccc(-c2ccc(C(=O)NCC(C)C)c3occc23)c(C)c1 | -24.5 | 1.7 | 5.8 | . | 2.3 | 4.3 | 21.1 | -36.7
O=c1cc(CSc2nnc(Nc3ccccc3F)s2)nc2sccn12 | -41.2 | -4.0 | . | -9.6 | . | 0.3 | -11.5 | -8.5
CC(c1cccs1)N(Cc1ccco1)C(=O)Nc1ccc(Cl)c(Cl)c1 (configuration not stated) | . | 1.1 | -9.6 | 0.8 | 2.2 | . | 11.7 | .
COc1cc(N)n(S(=O)(=O)c2ccc(C)cc2)n1 | -6.2 | -1.3 | 0.0 | -2.8 | 2.0 | -3.1 | -3.1 | -2.2
CCCN1[C@H](C(=O)N[C@H](C)c2ccccc2)[C@@H](CO)[C@@H]2Cn3c(cccc3=O)[C@@H]21 | -6.2 | -1.1 | . | . | . | 2.1 | 15.4 | .
O=C(C1CC1)N1[C@@H](CO)[C@@H](c2ccccc2)C12CN(Cc1cccc(Cl)c1)C2 | -3.6 | -13.1 | . | -5.6 | . | -1.3 | 2.1 | .
CC(C)CC#Cc1ccc2c(c1)O[C@@H](CN(C)C)[C@H](C)CN([C@@H](C)CO)S2(=O)=O | 15.0 | -68.2 | -10.9 | -5.9 | 0.1[16.7 µM] | -2.8 | 0.8 | .
CCC[C@@H](CN1CCC[C@H]1CN1C(N)=NC[C@H]1CC(C)C)N1C[C@@H]([C@H](C)CC)N(CCCC2CCCC2)C1=N | 1.1 | 2.7 | -0.7 | 4.6 | -3.4 | 6.0 | -9.8 | 20.1
COc1ccc2[nH]c(C(=O)O)c(NS(=O)(=O)c3ccc(Cl)s3)c2c1 | . | 7.7 | 1.5 | 0.5 | -39.8 | . | . | 3.0
CC(C)NC(=O)C1(C)CCCCN1Cc1cccc(C(F)(F)F)c1 (configuration not stated) | 4.3 | . | 4.7 | 2.4 | . | -4.0 | -1.4 | -7.6
C=CCSc1nnc(NC(=O)C2CC(=O)N(c3ccc4c(c3)OCCO4)C2)s1 (configuration not stated) | 10.8 | 1.7 | 0.5 | -4.5 | 8.8 | 0.0 | -3.5 | 80.6*

Results in CASP6 VEID inh and PAX8 inh HTS (two entries from above):
smiles | CASP6 VEID inh | PAX8 inh HTS
COc1ccc(-c2ccc(C(=O)NCC(C)C)c3occc23)c(C)c1 | 4.3 | -36.7
O=c1cc(CSc2nnc(Nc3ccccc3F)s2)nc2sccn12 | 0.3 | -8.5
